From PubChem
CRFBP-R2 agonist: CRF-BP/CRF-R2 complex agonism; HEK293 CRF-R2/CRF-BP, calcium dye fluorescence (FLIPR); percent of saturating CRF peptide response; activation, % at 13.2 µM; 0.46% of 350,000 active;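 active = activation of at least 50%, plus an integration ratio under a set limit after plate pattern correction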;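 note: plate controls were neutral control wells without compound for no effect and CRF at EC100 for full effect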
CHRM5 PAM: CHRM5 positive allosteric modulation. CHO-K1 hM5, Fluo-8 calcium, ACh EC20 PAM; 0% = ACh EC20, 100% = ACh EC100. activation, % at 3 µM. 0.3% of 360,000 active. P08912;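 active = activation above the run cutoff, the mean activation of all test compounds plus 3 SD, cut at about 18% in these data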
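Assay system: CHO-K1 hM5 cells / Incubation: Fluo-8 loading 80 min at 37 °C plus 30 min room temperature / Technique: Fluo-8 calcium dye fluorescence, kinetic read / Repeats: single replicate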
CRFR2-BP antag: CRF-BP/CRF-R2 complex antagonism; HEK293 CRF-R2/CRF-BP, CRF-induced calcium fluorescence; inhibition, % at 11.8 µM; 0.59% of 350,000 active; AID 588475;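 active = inhibition of the ligand-induced calcium signal above about 50% at the single tested concentration, limit read from the data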
TAAR1 ag: agonists of human TAAR1; Q96RJ0; CHO RD-HGA16 TAAR1, Fluo-8 calcium fluorescence; vehicle wells 0%, saturating PEA agonist 100%; activation, % at 3 µM; 0.99% of 360,000 active;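 active = activation above the mean activation of all test compounds in the run plus 3 SD, cut at about 38% in these data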
Target sequence (Q96RJ0 whole entry, looked up): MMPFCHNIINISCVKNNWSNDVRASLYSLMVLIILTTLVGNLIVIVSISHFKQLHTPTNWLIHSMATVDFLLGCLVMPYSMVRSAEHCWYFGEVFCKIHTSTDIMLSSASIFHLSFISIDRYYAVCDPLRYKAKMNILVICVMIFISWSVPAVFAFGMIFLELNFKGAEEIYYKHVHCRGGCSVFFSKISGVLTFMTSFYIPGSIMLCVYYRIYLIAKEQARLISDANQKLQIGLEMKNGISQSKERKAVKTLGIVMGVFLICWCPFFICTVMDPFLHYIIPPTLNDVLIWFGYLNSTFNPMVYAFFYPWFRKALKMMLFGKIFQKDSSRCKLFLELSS
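Assay system – CHO-derived RD-HGA16 cells with stable Gα16 and human TAAR1 · Compound dosing – one-point dosing at 3 µM (nominal) · Incubation – 17-24 h seeding, 75 min 37 °C dye, 30 min RT · Measured by – kinetic Fluo-8 calcium fluorescence · Control set – DMSO vehicle as 0%, PEA at EC100 as 100% · Repeats – single well for each compound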
M4 PAM: potentiates acetylcholine response at human M4 receptor; P08173; CHO-K1 hM4/Gqi5, Fluo-8 calcium fluorescence, ACh EC20; 0% = ACh EC20, 100% = maximal ACh; activation, % at 3 µM; 0.4% of 360,000 active; AID 624126;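 active = activation above its plate's cutoff, the mean activation of sample wells plus 3 SD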; note: some results filed as inactive read as strong as hits
Target sequence (P08173 whole entry, looked up): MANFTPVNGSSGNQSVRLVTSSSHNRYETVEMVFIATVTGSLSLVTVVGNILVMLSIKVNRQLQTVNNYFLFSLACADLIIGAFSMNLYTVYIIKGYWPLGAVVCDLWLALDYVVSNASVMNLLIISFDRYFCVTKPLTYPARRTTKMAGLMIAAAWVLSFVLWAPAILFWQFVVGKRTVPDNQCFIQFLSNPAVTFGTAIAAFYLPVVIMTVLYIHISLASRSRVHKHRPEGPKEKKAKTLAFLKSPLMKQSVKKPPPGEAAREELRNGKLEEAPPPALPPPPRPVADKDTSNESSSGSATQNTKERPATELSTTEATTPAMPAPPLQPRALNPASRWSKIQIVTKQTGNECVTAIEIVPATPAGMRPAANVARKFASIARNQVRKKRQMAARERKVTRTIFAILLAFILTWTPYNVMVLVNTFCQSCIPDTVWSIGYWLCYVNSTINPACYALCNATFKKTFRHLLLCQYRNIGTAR
TAAR1 antag: antagonists of human TAAR1; Q96RJ0; CHO RD-HGA16 TAAR1, Fluo-8 calcium fluorescence, antagonist; inhibition, % at 3 µM; 1.5% of 360,000 active;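 active = inhibition above a per-plate cutoff, the mean inhibition of test compounds on that plate plus 3 SD, cut at about 49% in these data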;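 note: 0% = DMSO plus EC80 beta-PEA response and 100% = DMSO alone without agonist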
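test system = CHO RD-HGA16 cells bearing hTAAR1 | replication = singlicate | controls = DMSO-only wells and EC80 β-PEA-stimulated wells | reagent = EC80 β-phenethylamine stimulus | read-out basis = percent inhibition of PEA-evoked calcium signal, max/basal emission ratio | schedule = seeding 17-24 h prior, 75-min 37 °C, 30-min RT dye loading | signal = kinetic Fluo-8 calcium fluorescence measurement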
CHO-K1 Ca PAM: nonselective activator or artifact in parental CHO-K1 calcium assay | 0.02% of 360,000 active | activation, % at 3 µM | ATP EC20, Fluo-8 calcium fluorescence; 0% at ATP EC20, 100% at ATP max | AID 602247;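 active = activation above the run cutoff, the mean activation of all test compounds plus 3 SD, cut at about 40% in these data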;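 note: peak over basal fluorescence ratio in a 140 s read after ATP addition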
CHRM5 antagonist: antagonists of human muscarinic M5 receptor (CHRM5). P08912. CHO-hM5 cells, Fluo-8 calcium fluorescence, ACh EC80. inhibition, % at 3 µM. 0.59% of 360,000 active. AID 624040;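 active = inhibition above a per-plate cutoff, the mean of that plate's test compounds plus 3 SD, cut at about 27% in these data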;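 note: 0% = acetylcholine EC80 with DMSO and 100% = DMSO without agonist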
M5 ag: CHRM5 agonism in calcium assay. 0.19% of 360,000 active. P08912. activation, % at 3 µM. CHO-K1 hM5 cells, Fluo-8 calcium fluorescence; 0% DMSO wells, 100% maximal acetylcholine response;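 active = activation above the run's mean over test compounds plus 3 SD, cut at about 23% in these data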;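 note: signal is peak over basal fluorescence ratio across the kinetic read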
* = called active by the depositor; / = not tested or not shown; & = joins results of further samples.

Value order – CRFBP-R2 agonist	CHRM5 PAM	CRFR2-BP antag	TAAR1 ag	M4 PAM	TAAR1 antag	CHO-K1 Ca PAM	CHRM5 antagonist	M5 ag
CCOC(=O)Cc1csc(NC(=O)CS(=O)(=O)Cc2ccccc2)n1
    -3.6	-6	30	1	-8	9	11	5	1
COc1cccc(NC(=S)N/N=C2\CC3CCC2(C)C3(C)C)c1 (stereo not given)
    -1.3	2	-4	8	-4	12	1	-10	-5
O=C(O)C(c1ccccc1)N1C(=O)/C(=C\c2ccc(O)c(O)c2)SC1=S (stereo not given)
    12	-7	-18	20	-23	16	-24	2	17
COc1ccc(NS(=O)(=O)c2cc(C(=O)OC(C)C(=O)N3CCOCC3)ccc2Cl)cc1 (stereo not given)
    1.0	-5	-6	2	-1	-1	-12	-4	-2
Cc1c(Cl)cccc1Nc1ncccc1C(=O)O
    2.7&-0.3	-1&5	5&30	0&-2	6&4	-42&-25	5&5	7&-3	0&0
Cc1ccc(C(=O)N/C(=C\c2cccs2)C(=O)NCCCN2CCOCC2)cc1
    1.7	-3	5	11	3	4	-8	2	-3
Cc1ccc2nc(CSc3nnc(-c4ccco4)n3-c3ccccc3)cc(=O)n2c1
    1.1	4	-12	-2	-2	5	6	-8	-5
COc1ccc(OC)c(CN2CCN(C(=O)c3ccc(C)c(S(=O)(=O)Nc4ccccc4OC)c3)CC2)c1
    -0.2	-2	-3	2	6	-5	4	-7	-6
COC(=O)c1sc(N)nc1C(C)(C)C
    -0.3	1	-4	2	16	-3	12	2	-2
Cc1cccc(NC(=O)c2cc(S(=O)(=O)N3CCCCC3)c[nH]2)c1
    /	-3	/	1	7	-16	14	-3	2
CCNCCNC(=O)c1c(O)c2ccccc2n(CC)c1=O
    0.0	9	5	11	18	-14	-4	7	-1
N/C(=N\OC(=O)Nc1cccc(C(F)(F)F)c1)c1ccno1
    -1.4	-17	1	6	-7	-4	-1	27*	0
O=C(CCc1ccc(S(=O)(=O)NCCc2ccccc2)cc1)Nc1ccc2c(c1)OCO2
    1.4	-11	10	6	-8	13	4	4	4
Nc1nc(SCc2ccc(F)cc2)n[nH]1
    0.1	-4	-3	0	-3	0	-5	7	0
Cc1cc(C)c(C#N)c(Nc2ccccc2F)n1
    -1.2	-6	-1	5	-4	-10	-7	-5	3
O=C1/C(=C/c2ccncc2)N=C2CCCCCN12
    -1.9	3	-9	3	11	-22	13	4	-1
O=c1cc[nH]c2c(C(F)(F)F)cccc12
    7.5	11	7	9	7	8	-2	-5	3
Cn1c(=O)[nH]c(=O)c2c1nc(N1CCCCCC1)n2Cc1cccc2ccccc12
    -0.6	2	-15	3	11	8	4	2	-3
O=C(COC(=O)CC1CC2CCC1C2)Nc1ccccc1Cl (stereo not given)
    0.8	7	-12	7	7	-8	18	6	0
CC(NC(=O)Cc1cccc(C(F)(F)F)c1)c1ccc(F)cc1 (stereo not given)
    -3.5	2	1	5	0	5	-4	2	1
O=C(Nc1cccc(Cl)c1)Nc1c[nH]c(=O)[nH]c1=O
    0.5	0	-14	2	6	-27	-5	4	-1
COC(=O)[C@H](CCSC)NC(=O)NCc1ccccn1
    0.9	-2	-10	16	10	6	4	-6	1
COCCC(=O)Nc1ccc2c(c1)CN(C(=O)c1ccc(CSC)o1)CC2
    2.3	-6	2	1	2	-19	12	-2	0
CCOC(=O)Cn1c(C)nc2ccccc21
    -1.1	-1	2	6	-1	-5	7	-6	0
CC(=O)Nc1ccc(OS(=O)(=O)c2cc(Cl)ccc2C)cc1
    -1.2	0	-4	15	-10	17	14	0	1
CN(C(=O)c1cc2c(=O)n3ccccc3nc2n1C)C1CCCCC1
    -0.1	-3	-10	6	5	-22	13	1	-4
CCS(=O)(=O)c1nc2ccccc2n1CC(=O)N1CCOCC1
    1.3	0	-3	6	0	-2	16	-1	1
O=C(Nc1ccc(Br)cc1)C1CCCN(S(=O)(=O)c2cccnc2)C1 (stereo not given)
    -1.9	-3	-6	10	-4	-13	14	7	3
COC(=O)c1ccccc1S(=O)(=O)N1CCC(C(=O)NCc2ccccn2)CC1
    -0.6	-4	37	1	-4	-2	1	8	2
COc1ccccc1/C=C/C(=O)Nc1ccc2c(c1)CCC2
    1.1	-10	31	-1	-3	30	-5	10	-8
COc1ccccc1C(=O)NCCN1CCC(n2c(=O)[nH]c3ccccc32)CC1
    /	-7	/	0	3	-10	12	-5	0
Cc1ccc(CN2CC(C(=O)Nc3ccc(C)c(S(=O)(=O)N4CCCCC4)c3)CC2=O)cc1 (stereo not given)
    0.6	-8	-6	11	13	-5	16	10	-5
CCOC(=O)c1ccc(N2C(=O)C3CCCN3C2=S)cc1 (stereo not given)
    -0.1	3	3	3	4	-3	10	21	1
COc1cccc(NC(=O)c2ccc(-n3cccn3)nc2)c1
    -1.3	1	-7	8	8	11	4	-1	-2
COc1cccc(C(=O)/C=C/Nc2cccc(O)c2)c1
    -1.3	-3	5	/	10	/	8	-1	1
CCCC(C(=O)Nc1cc(S(=O)(=O)N2CCOCC2)ccc1OC)c1ccccc1 (stereo not given)
    0.6	-3	7	3	-2	-17	1	2	-5
CN(C)C(=O)c1ccc(NC(=O)c2ccc(-c3ccc(Cl)cc3)o2)cc1
    -0.5	-1	0	3	-5	22	2	2	-3
COC(=O)c1ccc(N/C(=N/S(=O)(=O)c2ccccc2)c2ccccc2)cc1
    -1.1	-4	-5	0	-2	14	24	1	0
O=c1c(Cc2ccc(Cl)cc2)c(O)ccn1Cc1ccncc1
    0.9	4	1	10	2	8	22	4	-3
Cn1c(=O)c2c(nc(NC3CCCCC3)n2CC(=O)C23CC4CC(CC(C4)C2)C3)n(C)c1=O
    -0.6	12	-8	0	1	-25	-2	-6	1

An excerpt from above in order of count of non-hydrogen atoms, lowest first.
Value order – CRFBP-R2 agonist	CHRM5 PAM	CRFR2-BP antag	TAAR1 ag	M4 PAM	TAAR1 antag	CHO-K1 Ca PAM	CHRM5 antagonist	M5 ag
O=C(Nc1cccc(Cl)c1)Nc1c[nH]c(=O)[nH]c1=O
    0.5	0	-14	2	6	-27	-5	4	-1
COC(=O)c1ccc(N/C(=N/S(=O)(=O)c2ccccc2)c2ccccc2)cc1
    -1.1	-4	-5	0	-2	14	24	1	0
COc1ccccc1C(=O)NCCN1CCC(n2c(=O)[nH]c3ccccc32)CC1
    /	-7	/	0	3	-10	12	-5	0

(list continues)
Value order – CRFBP-R2 agonist	CHRM5 PAM	CRFR2-BP antag	TAAR1 ag	M4 PAM	TAAR1 antag	CHO-K1 Ca PAM	CHRM5 antagonist	M5 ag
O=C(COC(=O)CCNS(=O)(=O)c1ccccc1)NC(=O)Cc1ccccc1
    0.0	-4	-3	13	9	5	17	7	1
CN(C)CCNC(=O)C(=O)NCC1CCCN1S(=O)(=O)c1cccs1 (stereo not given)
    0.6	5	18	4	-2	9	2	-15	-4
COC(=O)c1sccc1S(=O)(=O)Nc1ccc(C(O)(C(F)(F)F)C(F)(F)F)cc1
    /	-20	/	169*	-17	103*	3	27	69*
Cc1ccc(C(=O)O)c(NC=O)c1OCc1ccccc1
    -0.2	3	-5	1	10	0	27	10	1
CN(C)c1c(N)c(=O)oc2ccccc12
    0.1	7	-3	8	6	11	2	4	0
O=C(CN1C(=O)C2C3C=CC(C3)C2C1=O)NCc1ccccc1 (stereo not given)
    1.1	-1	-4	3	9	-7	21	5	-3
CC(C)(C)c1ccc(C(=O)NCC(=O)OCC(=O)Nc2nc(-c3ccc(F)cc3)cs2)cc1
    -0.1	-1	-9	0	3	0	5	11	2
O=C(COc1ccc([N+](=O)[O-])cc1)NNC(=O)Nc1ccccc1F
    -0.5	3	14	2	-4	-21	-11	-4	-3
Cc1ccc(/C=C/C(=O)NCc2cccs2)c(C)c1
    -0.8	-13	5	0	-13	-9	-4	16	-4
Cc1ccc(NC(=O)c2cccs2)cc1NC(=O)c1ccc(F)cc1
    -0.5	-3	4	0	5	-14	3	3	-2
COc1ccccc1-c1cc(C(=O)N2CCN(c3ccccc3)CC2)no1
    -0.4	2	4	-4	-1	-2	-1	-6	-4
CC1CC(C(F)(F)F)n2nc(C(=O)O)cc2N1 (stereo not given)
    0.5	-2	-18	5	0	9	-2	-3	-1
CN(NS(=O)(=O)c1cccs1)c1ncc(C(F)(F)F)cc1Cl
    -0.1	1	18	-2	2	-16	12	-8	-7
NS(=O)(=O)c1cccc(NC(=O)CSc2nc3ccccc3n2-c2ccccc2)c1
    0.1	-1	8	-1	-4	-24	-11	10	2
Cc1nc(N/N=C/c2ccc(O)cc2O)cc(N2CCOCC2)n1
    -0.7	-1	1	11	-5	11	-5	-2	2
CCOC(=O)N1CCN(C(=O)c2cc(S(=O)(=O)N3CCc4ccccc43)ccc2OC)CC1
    0.1	5	1	-1	3	-6	30	-2	2
Cc1cc(NC(=O)CN(C)CC(=O)Nc2ccc(F)c(F)c2F)no1
    -1.0	10	-2	2	4	-17	-8	6	2
CNC(=O)NC1CCCCc2sccc21 (stereo not given)
    1.3	2	-14	5	16	4	7	3	4
C/C(=N\NC(=O)CNC(=O)C1COc2ccccc2O1)c1ccco1 (stereo not given)
    -1.1	-2	1	1	-3	-1	-2	0	0
N#CCSc1ccccc1NC(=O)COC(=O)Cc1c[nH]c2ccccc12
    8.3	-6	-4	14	-4	22	3	3	6
